PGK inhibitor: blocks T. brucei phosphoglycerate kinase; Potency, µM (titrated, usually from 57.5 µM), inactives show top-dose activity change, negative = inhibition, hits mostly inhibitors; actives 0.043% (n = 380,000); AID 602233; PGK/GAPDH coupled, Kinase-Glo luminescence, 60 min; note: % is set by controls: 0 for no effect and ±100 for the full control effect; nearly all actives have a fitted effect of over 60% in size
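Recombinant glycosomal PGK reaction used 1,3-bisphosphoglycerate generated in-well by GAPDH (100nM final) in 100mM TEA pH 7.6, 5mM MgCl2, 0.01% Tween-20. After 60 minutes at room temperature, ATP was read by Kinase-Glo Plus luminescence end-point.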
JMJD2A Tudor: JMJD2A Tudor domain (human) inhibition; Potency, µM (doses to about 114 µM), for the others: at the highest dose activity change, negative = inhibition, actives largely listed as inhibitors; AlphaScreen JMJD2A-Tudor / H3K4me3 peptide binding; O75164; actives 4.4% (n = 390,000); note: % is set by controls: 0 for no effect and ±100 for the full control effect; nearly all actives have a fitted effect of over 50% in size
Target sequence (O75164 whole entry, looked up, the tested form may be a part): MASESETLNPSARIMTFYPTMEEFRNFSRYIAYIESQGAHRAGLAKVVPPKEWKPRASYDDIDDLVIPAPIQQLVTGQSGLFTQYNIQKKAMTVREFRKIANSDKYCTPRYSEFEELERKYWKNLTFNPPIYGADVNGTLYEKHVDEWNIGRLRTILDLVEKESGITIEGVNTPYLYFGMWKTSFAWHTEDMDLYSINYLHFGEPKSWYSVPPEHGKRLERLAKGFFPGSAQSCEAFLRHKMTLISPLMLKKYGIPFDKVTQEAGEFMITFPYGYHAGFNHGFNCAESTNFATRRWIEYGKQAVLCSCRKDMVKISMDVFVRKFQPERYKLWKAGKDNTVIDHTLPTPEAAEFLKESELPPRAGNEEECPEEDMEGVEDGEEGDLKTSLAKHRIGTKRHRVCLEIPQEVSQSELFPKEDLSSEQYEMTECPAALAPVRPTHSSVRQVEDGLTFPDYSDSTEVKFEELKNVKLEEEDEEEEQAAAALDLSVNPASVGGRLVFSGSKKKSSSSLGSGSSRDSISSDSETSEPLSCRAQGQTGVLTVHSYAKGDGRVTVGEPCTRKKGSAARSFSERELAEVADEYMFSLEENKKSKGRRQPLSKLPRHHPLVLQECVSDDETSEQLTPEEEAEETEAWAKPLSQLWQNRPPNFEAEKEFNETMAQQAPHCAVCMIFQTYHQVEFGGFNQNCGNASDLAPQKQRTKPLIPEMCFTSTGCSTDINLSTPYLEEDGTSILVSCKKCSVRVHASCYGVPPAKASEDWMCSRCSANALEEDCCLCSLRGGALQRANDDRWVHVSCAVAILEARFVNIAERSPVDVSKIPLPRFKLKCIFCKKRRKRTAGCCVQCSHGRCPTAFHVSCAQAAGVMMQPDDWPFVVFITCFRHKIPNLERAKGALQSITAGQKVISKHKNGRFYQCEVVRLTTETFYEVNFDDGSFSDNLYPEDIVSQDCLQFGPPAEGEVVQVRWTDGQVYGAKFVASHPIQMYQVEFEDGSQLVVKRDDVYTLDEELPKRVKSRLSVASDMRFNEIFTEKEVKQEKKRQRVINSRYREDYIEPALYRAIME
BLM inh: inhibitors of human Bloom syndrome helicase BLM; actives 0.2% (n = 350,000); Potency, µM (series often up to 56.1 µM), for inactives: top-dose activity change, negative = inhibition, actives largely listed as inhibitors; P54132; recombinant BLM DNA unwinding, fluorescence dequenching;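 note: plate controls were vehicle for no effect and no enzyme for full effect; nearly all actives have a fitted effect of over 35% in size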
HP1b binding inh: inhibitors of HP1-beta chromodomain binding to methylated histone tails. P83916. AlphaScreen HP1-beta / biotin-H3K9me3 peptide binding. Potency, µM (doses to about 114 µM), without a hit: at the highest dose activity change, negative = inhibition, actives largely listed as inhibitors. actives 0.56% (n = 390,000); note: nearly all actives have a fitted effect of over 70% in size; inactives centre near 23
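AlphaScreen: HP1-beta (50 nM) preformed 30 min with biotin-H3(1-18)K9me3 peptide (50 nM) in PBS pH 7.4, 0.01% Tween-20. Compound added for 30 min at RT, then streptavidin donor/nickel chelate acceptor beads (10 ug/mL) for 30 min.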
BAZ2B inh: blocks human BAZ2B; Potency, µM (series often up to 114 µM), inactives show top-dose activity change, negative = inhibition, actives largely listed as inhibitors; Q9UIF8; actives 4.4% (n = 360,000); AlphaScreen BAZ2B-H3K14Ac peptide displacement; note: % is set by controls: 0 for no effect and ±100 for the full control effect; nearly all actives have a fitted effect of over 60% in size
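In this displacement format the biotinylated H3(5-23) peptide acetylated at Lys14 serves as ligand at 50 nM, with BAZ2B at 50 nM in PBS pH 7.4 containing 0.01% Tween-20. Donor and acceptor beads are 10 ug/mL final.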
GLS inh: blocks human kidney-isoform glutaminase activity; O94925; GLS enzymatic activity, qHTS titration; Potency, µM (highest dose often 45.5 µM), inactives show at the highest dose activity change, negative = inhibition, most hits filed as inhibitors; actives 0.21% (n = 410,000); note: % is set by controls: 0 for no effect and ±100 for the full control effect
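Two-point fluorescence kinetic (t0, 30 min RT) for hKGA; glutamate detected via glutamate oxidase–HRP–Amplex Red. Substrate: 1 mM L-glutamine solution; buffer 45 mM KH2PO4, pH 8.2.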
POLI inh: DNA polymerase iota (human) inhibition; Q9UNA4; Pol iota fluorescent replication assay, 10 min; Potency, µM (series often up to 115 µM), for the others: top-dose activity, negative = inhibition, most hits filed as inhibitors; actives 1% (n = 390,000); AID 588590
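Fluorescent replication assay read twice, at 0 min and 10 min after adding 50 nM (final) substrate. Enzyme (10 nM) and compounds were first incubated 15 min at room temperature; enzyme-free buffer wells were negative controls.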
Pin1 inh: blocks the human prolyl isomerase Pin1; Q13526; Pin1 FP peptide displacement, HiFluor488, 10 min; Potency, µM (series often up to 115 µM), for the others: at the top dose activity, negative = inhibition, hits mostly inhibitors; actives 0.009% (n = 390,000); active = well fitted inhibition curve with a large enough effect in the polarisation, with a control signal flat, not every such curve was filed as active; inconclusive = small, poorly fitted or top-dose-only effect, or effect the other way, or a change in a side signal; inactive = no such curve, though single readings can be large or run the other way; the % refers to the polarisation; note: % is set by controls: 0 for no effect and ±100 for the full control effect
G9a inh: G9a (human) methyltransferase inhibition; Q96KQ7; G9a H3K9 monomethylation, AlphaScreen, 2 h; Potency, µM (highest dose often 102 µM), inactives show at the top dose activity, negative = inhibition, hits mostly inhibitors; actives 8.8% (n = 350,000); AID 504332; note: % is set by controls: 0 for no effect and ±100 for the full control effect; nearly all actives have a fitted effect of over 75% in size
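Step 1: enzyme (final 20 nM) with compound, 15 min RT. Step 2: substrate peptide 500 nM and SAM 20 uM, 2 h RT. Step 3: anti-H3K9me1 antibody and AlphaScreen beads, 10 min, then plate read.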
* = called active by the depositor; i = inactive; ? = inconclusive; · = no result given; [ ] = another dose, or the depositor's remark. Unless noted, calls come from the whole dose curve; as a rule, active = well fitted curve in the direction sought with a large enough effect; inconclusive = small, poorly fitted or top-dose-only effect, or another doubt; inactive = no such curve, though single readings can be large; an effect the other way counts as inactive or inconclusive. Potency is the fitted concentration of half-maximal effect. Only part of the results is shown, so the mix of outcomes need not match the whole.

PGK inhibitor,JMJD2A Tudor,BLM inh,HP1b binding inh,BAZ2B inh,GLS inh,POLI inh,Pin1 inh,G9a inh,SMILES
-10%,-7%,-1%,29%,-11%,-3%,3%,-7%,0%,CC(=O)Nc1ccc(NC(=O)Nc2ccc(C)cc2C)cc1
9%,-5%,-5%,22%,56µM*,3%,5%,-3%,·,Cc1ccc2nc(NC(=S)NC(=O)c3ccc(OC(C)C)cc3)sc2c1
-1%,7%,·,34%,4%,8%,-4%,-4%,9%[2.33 µM],O=S(=O)(Nc1cccc(S(=O)(=O)N2CCCC2)c1)c1ccc(Cl)s1
1%,-11%,-4%,26%,-1%,-6%,62%[activator],3%,?,Cc1ccc2c(c1)c1c(n2CC(O)CN2C(=O)CNC2=O)C(=O)CCC1 (configuration not stated)
i,-35%,-8%,1%,0%,3%,-17%,40%[activator],?,C=C(C)Cn1c(SCC(=O)N/N=C/c2c(O)ccc3ccccc23)nc2ccccc2c1=O
3%,-26%,-4%,-3%,-31%,15%,9%,-2%,-1%[12.7 µM],O=C(N/N=C\c1cn(-c2ccccc2)nc1-c1ccccc1)c1ccc(Br)o1
-5%,-6%,-4%,53%[activator],-11%,-2%,20%,0%,4%[59 µM],COC(=O)c1cc2occc2n1Cc1nc(-c2cccc(Br)c2)oc1C
-2%,25%,1%,37%[activator],18%,-7%,101%[activator],-1%,37%,O=C(OCc1ccccc1)c1cccnc1Cl
4%,-13%[57.1 µM],-5%,51%[activator],-34%,36%[activator],2%,-9%,-44%,C=CCn1c(SCC(N)=O)nnc1-c1ccccc1O
-7%,25µM*,1%,11%,9%,-12%,27%,1%,8.9µM*,CCOC(=O)CCc1c(C)nc(SCC(=O)O)c(C#N)c1C
2%,?,1%,14%,-4%,10%,24%,-4%,?,O=C(N/N=C/c1ccccn1)c1ccccc1
-10%,-10%,-3%,48%[activator],-20%,-1%,-14%,-10%,14%,CCc1ccccc1NC(=O)C/C(C)=N/NC(=O)COc1ccccc1C
-10%,4.5µM*,5%,23%,-8%,-1%,13%,3%,15%,COc1ccc(C(=O)NN2CC(O)=C(c3nc4ccccc4n3C)C2=N)cc1OC
2%,?,·,14%,-29%,25%,6%,-13%,7%[12.7 µM],O=C(Nc1ncccc1O)c1ccc(S(=O)(=O)N2CCCC2)cc1
1%,-25%,-7%,27%,-24%,10%,?,2%,13µM*,CC(=O)N1CCc2cc(C(=O)CN3CCN(C(=O)c4ccco4)CC3)ccc21
-3%,-12%,2%,27%,-2%,-1%,0%,-1%,45µM*,COC(=O)[C@H]1C[C@@H]1[C@H](NC(=O)[C@H]1C[C@@H]1[C@H](NC(=O)OCc1ccccc1)c1ccccc1)c1ccccc1
i,-31%,-1%,11%,1%,-9%,103%[activator],-6%,11%,CCCOc1cccc(C(=O)N(Cc2ccccc2)C2CCS(=O)(=O)C2)c1 (configuration not stated)
-7%,140%[activator],-6%,124%[activator],88%[activator],-5%,46%[activator],-5%,194%[activator],COc1ccc(OC)c(/C=C/C(=O)Oc2ccc(C(C)=O)cc2)c1
i,-15%[57.1 µM],0%,30%,-22%,11%,-4%,2%,8.9µM*,O=C(CCc1ccccc1)Nc1ccc(N2CCCCC2)cc1
-4%,-7%,·,26%,2%,7%,7%,-2%,-22%,O=S(=O)(NCC1(N2CCOCC2)CCCCC1)c1ccccc1Cl
-8%,3%,-2%,27%,12%,-19%,49%[activator],?,46%[0.501 µM],CN1C(=O)Cc2cc(S(=O)(=O)N3CCN(c4cccc(Cl)c4)CC3)ccc21
20%,4%,0%,13%,-13%,8%,57%[activator],-3%,?,COCC(=O)Nc1ccc(S(=O)(=O)Nc2ccccn2)cc1
-6%,-15%,·,30%,-32%,-15%,-13%,-5%,?,O=C(Nc1ccncc1)c1cccc(S(=O)(=O)N2CCc3ccccc32)c1
-3%,-10%,-8%,49%[activator],-7%,-2%,-2%,20%,3%,O=C(OCc1nnc(-c2ccccc2)o1)c1cc2ccccc2cc1O
-15%,-33%,·,23%,·,17%,?,6%,·,CCOC(=O)C1CCCN(C(=O)CSc2nnc3nc(C)cc(C)n23)C1 (configuration not stated)
2%,-13%,-11%,13%,0%,0%,39%[activator],4%,-38%,Cc1cccc(NC(=S)N2CCC(N(C)CC3CCCO3)CC2)c1 (configuration not stated)
-11%,-18%,6%,24%,-6%,16µM*,18%,-2%,9%[59 µM],COc1ccccc1Cn1c(=O)c2ccccc2n2c(SCC(=O)N3CCCCC3)nnc12
-9%,33%,-13%,110%[activator],32%[activator],-6%,5%,-3%,48%[activator][59 µM],COc1ccc(-c2cc(C(F)(F)F)nc(-n3nc(C(F)(F)F)cc3C)n2)cc1
-2%,-2%,1%,37%,-9%,-5%,?,-4%,-2%,O=C(O)Cc1ccc(NC(=O)Nc2cccc(Cl)c2)cc1
i,-18%,-4%,45%[activator],0%,-3%,-5%,-1%,6%,COc1ccc(NC(=O)CSc2nnc(CNC(=O)c3ccco3)n2-c2ccccc2OC)cc1

2 compounds from above, showing only HP1b binding inh and JMJD2A Tudor:
SMILES | HP1b binding inh | JMJD2A Tudor
Cc1ccc2c(c1)c1c(n2CC(O)CN2C(=O)CNC2=O)C(=O)CCC1 (configuration not stated) | 26% | -11%
O=C(Nc1ccncc1)c1cccc(S(=O)(=O)N2CCc3ccccc32)c1 | 30% | -15%

Compounds above with bromine (2):
PGK inhibitor,JMJD2A Tudor,BLM inh,HP1b binding inh,BAZ2B inh,GLS inh,POLI inh,Pin1 inh,G9a inh,SMILES
3%,-26%,-4%,-3%,-31%,15%,9%,-2%,-1%[12.7 µM],O=C(N/N=C\c1cn(-c2ccccc2)nc1-c1ccccc1)c1ccc(Br)o1
-5%,-6%,-4%,53%[activator],-11%,-2%,20%,0%,4%[59 µM],COC(=O)c1cc2occc2n1Cc1nc(-c2cccc(Br)c2)oc1C

Following part
PGK inhibitor,JMJD2A Tudor,BLM inh,HP1b binding inh,BAZ2B inh,GLS inh,POLI inh,Pin1 inh,G9a inh,SMILES
0%,-25%,-9%,33%,0%,7%,-23%,6%,-8%[59 µM],COc1ccc([N+](=O)[O-])cc1NC(=O)COC(=O)c1ccccc1C(=O)c1ccccc1
i,-2%,-2%,34%,6%,-1%,10%,3%,10%[59 µM],Cn1ncc2c(=O)n(/N=C/c3ccccc3)cnc21
i,-21%,-1%,4%,-21%,5%,?,2%,-29%[12.7 µM],Cc1ccc2c(c1C)NC(=O)C2(O)CC(=O)c1ccc2c(c1)OCO2 (configuration not stated)
i,-15%,-8%,-9%,-1%,3%,5%,-7%,?,COc1ccccc1NC(=O)Cc1nnc(SCC(=O)NC2CCCC2)n1C
0%,1%,-5%,30%[activator],16%,-9%,30%,1%,-15%[0.0925 µM],CC1(C)CN(c2ccccc2)N(Cc2ccc(F)cc2)C1=O
-5%,-13%,-9%,41%[activator],-4%,-2%,-6%,4%,-51%[59 µM],COc1ccc(OC)c(C2CC(=O)c3c([nH]c(C(=O)OC(C)C)c3C)C2)c1 (configuration not stated)
1%,-12%,-5%,24%,-23%,-6%,-2%,3%,10%[59 µM],Cc1ccc(-c2c(C)n3c4c(=O)n(C)c(=O)n(C)c4nc3n2CCO)cc1
-6%,113%[activator],-8%,186%[activator],51%[activator],-1%,2%,-4%,115%[activator][59 µM],CC(C)CCn1c(=O)c2ccccc2c2ccccc2c1=O
-7%,-10%,·,6%,·,7%,140%[activator],-6%,·,Cc1ccc(-n2c(C)cc(C=C3C(=O)N(C)C(=O)N(C)C3=O)c2C)cc1
?,-7%,-5%,2%,-16%,0%,-5%,14%,?,Cc1ccc(/C=N/N2CCCCC2)o1
-3%,7%,-2%,18%,13%,10%,-3%,4%,-3%,O/N=C1\CCc2cc(Cl)ccc21
i,24%,6%,18%,1%,37%[activator],24%,-4%,-10%[12.7 µM],CCc1cc2c(CN3CCN(CC)CC3)cc(=O)oc2cc1O
-5%,-16%,-11%,16%,-12%,19%,47%[activator],-5%,-4%,O=C1NC(=S)N/C1=C/c1cccc([N+](=O)[O-])c1
-3%,-22%,-4%,-1%,-22%,8%,6%,-5%,-41%[59 µM],CCc1nc(SCC(=O)N2CCN(c3ccccc3)CC2)c2oc3ccccc3c2n1
6%,-19%,·,20%,-20%,-1%,-2%,3%,-2%[12.7 µM],O=C(CN1C(=O)NC2(CCCCC2)C1=O)Nc1ccc(Cl)c(S(=O)(=O)N2CCOCC2)c1
9%,-22%,-3%,0%,-26%,2%,·,?,?,COCCCNC(=O)/C(C#N)=C1\N=C(NC(=O)c2cccs2)c2ccccc21
-6%,-19%,1%,54%[activator],-3%,-7%,-4%,?,?,Cc1nnc(SCC(=O)NC(=O)NC(C)C)s1
i,-16%,0%,34%,0%,-12%,21%,-3%,-4%[59 µM],Cc1ccc(S(=O)(=O)NC(N)=NCCc2ccc(Cl)cc2)cc1C
i,-4%,1%,24%,-2%,0%,38%[activator],-8%,9%,O=C1CN(C(=O)c2ccccc2F)C(c2ccccc2)c2cc(F)ccc2N1 (configuration not stated)
-10%,-2%,3%,30%,-15%,-9%,55%[activator],-2%,-2%,CCC(C)NCC(=O)Nc1ccc(S(N)(=O)=O)cc1 (configuration not stated)
-6%,-15%,0%,-7%,0%,-3%,-4%,0%,-9%[59 µM],CCOc1ccc(NC(=O)c2cn3c4c(ccc(Cl)c4c2=O)OC(C)C3)cc1 (configuration not stated)
-1%,-13%,3%,11%,-3%,3%,13%,0%,-3%[59 µM],COc1c(C)cc(Br)cc1C(=O)NCc1cccnc1
-6%,-26%,-4%,35%[activator],-5%,5%,1%,-5%,-15%,Cc1cc2oc(C(=O)Nc3cccnc3)c(C)c2cc1C
1%,3.2µM*,-3%,?,-9%,0%,?,-1%,-3%,CS(=O)(=O)N1CCN(c2ccccc2NC(=O)c2ccc([N+](=O)[O-])o2)CC1
7%,-29%,-2%,11%,-14%,-2%,40%[activator],-1%,?,O=C(Nc1ccc2c(c1)OCO2)C1CC(=O)N(c2ccc(F)cc2)C1 (configuration not stated)
-14%,-13%,-4%,25%,-5%,0%,33%[activator],-5%,18%,S=C(Nc1ccc(Br)cc1Cl)N1CCN(c2ccccn2)CC1

Screens from PubChem.
